Source: PubChem BioAssay (Sanford-Burnham Center for Chemical Genomics)
697 NFkB inh – lowers PMA/ionomycin-induced NF-kB signal in 697 B cells; 697 B-cell NF-kB luciferase reporter, 16 h; inhibition, % at 4 µM; hit rate 0.33% among 330,000; in the data active = inhibition above about 35%
HKDC1 inhibitor – HKDC1 (human) hexokinase inhibition. Q2TB90. AID 493160. hit rate 0.16% among 340,000. inhibition, % at 20 µM. recombinant HKDC1, G6PDH/diaphorase resazurin coupled fluorescence;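 active = inhibition above about 35% when tested at 20 µM, limit read from the data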;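 also: plate controls were DMSO wells with enzyme for no effect and DMSO wells lacking enzyme for full effect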
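test system = in-house recombinant HK5 (HKDC1) enzyme | amount = HKDC1 at 5 µg/mL | control set = DMSO-enzyme wells negative, buffer-substituted wells positive | compound = one dose of 20 µM, 1% DMSO | schedule = reaction time 90 min, room temperature, protected from light | technique = resorufin fluorescence at 613 nm | reagent = glucose with 1 mM ATP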
SENP7 block – SENP7 protease inhibition | Q9BQF6 | recombinant SENP7, Z-RLRGG-aminoluciferin luminescence, 40 min | inhibition, % at 5 µM | hit rate 1.5% among 330,000;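 active = inhibition above about 50% at the single test dose, limit read from the data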;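 also: plate controls were DMSO with enzyme for no effect and no enzyme buffer wells for full effect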
SENP8 block – SENP8 protease inhibition; hit rate 1.2% among 330,000; inhibition, % at 10 µM; AID 2540; purified SENP8, Z-RLRGG-aminoluciferin cleavage, luminescence
Gli-Sufu antag – antagonists of Gli-Sufu signaling; Sufu-KO-LIGHT fibroblasts, Gli luciferase reporter luminescence; inhibition, % at 5 µM; hit rate 0.74% among 340,000; AID 588413;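 active = inhibition above about 55%, limit read from the data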;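 also: 0% = DMSO-treated cells and 100% = wells with medium but no cells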
UBC13 inh – human UBC13 polyubiquitination inhibition; inhibition, % at 20 µM; AID 485273; UBC13 polyubiquitin chain formation, TR-FRET; hit rate 0.47% among 330,000; in the data active = inhibition above about 45%, passing the limit was not always enough
Jurkat NFkB inh – inhibitors of the PMA/ionomycin-induced NF-kB reporter in Jurkat cells; PMA/ionomycin-induced NF-kB luciferase reporter, luminescence; inhibition, % at 4 µM; hit rate 0.53% among 330,000
Apaf-1 inh – human Apaf-1 inhibition; inhibition, % at 20 µM; hit rate 0.71% among 330,000; reconstituted apoptosome caspase-3 activity, DEVD-Rh110 fluorescence; O14727; active = inhibition of at least 40% at 20 µM;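 also: plate controls were DMSO wells for no effect and DEVD-CHO caspase inhibitor wells for full effect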
Target sequence (O14727 whole entry, looked up): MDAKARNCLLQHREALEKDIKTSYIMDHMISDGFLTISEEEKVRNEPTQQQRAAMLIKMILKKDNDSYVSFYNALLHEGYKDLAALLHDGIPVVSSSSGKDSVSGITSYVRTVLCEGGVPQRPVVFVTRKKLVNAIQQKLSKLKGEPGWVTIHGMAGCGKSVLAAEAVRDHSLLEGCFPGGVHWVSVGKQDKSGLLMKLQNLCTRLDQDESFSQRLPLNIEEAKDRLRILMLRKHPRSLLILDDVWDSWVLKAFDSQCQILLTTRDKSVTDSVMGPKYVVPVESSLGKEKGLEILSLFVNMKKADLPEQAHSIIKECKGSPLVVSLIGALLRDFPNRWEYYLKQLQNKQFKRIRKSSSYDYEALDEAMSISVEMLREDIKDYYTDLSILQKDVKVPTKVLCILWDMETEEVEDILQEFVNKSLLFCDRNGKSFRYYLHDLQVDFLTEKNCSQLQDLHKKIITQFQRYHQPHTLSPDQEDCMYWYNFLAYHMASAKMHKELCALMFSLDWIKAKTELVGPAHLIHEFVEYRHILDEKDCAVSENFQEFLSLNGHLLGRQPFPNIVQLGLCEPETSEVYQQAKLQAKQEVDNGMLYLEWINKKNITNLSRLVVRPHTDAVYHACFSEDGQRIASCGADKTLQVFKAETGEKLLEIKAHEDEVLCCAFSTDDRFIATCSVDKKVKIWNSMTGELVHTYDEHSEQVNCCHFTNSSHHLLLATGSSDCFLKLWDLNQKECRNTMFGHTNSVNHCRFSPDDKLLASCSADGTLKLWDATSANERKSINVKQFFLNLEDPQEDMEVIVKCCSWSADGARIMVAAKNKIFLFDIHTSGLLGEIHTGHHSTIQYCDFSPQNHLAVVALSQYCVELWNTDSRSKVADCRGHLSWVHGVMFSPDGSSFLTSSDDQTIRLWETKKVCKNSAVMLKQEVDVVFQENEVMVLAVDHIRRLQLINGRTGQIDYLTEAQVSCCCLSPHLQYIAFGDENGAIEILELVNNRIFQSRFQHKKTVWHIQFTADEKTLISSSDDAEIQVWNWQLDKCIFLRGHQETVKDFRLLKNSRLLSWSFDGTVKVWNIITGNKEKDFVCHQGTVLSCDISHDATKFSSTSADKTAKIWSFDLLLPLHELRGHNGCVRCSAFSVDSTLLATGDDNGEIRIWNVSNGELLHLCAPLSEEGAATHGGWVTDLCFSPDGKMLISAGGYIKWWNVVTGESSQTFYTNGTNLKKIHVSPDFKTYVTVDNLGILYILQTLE
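Material: reconstituted apoptosome with Apaf-1, cytochrome c, caspase-9, procaspase-3, dATP. Technique: Rh110 fluorescence intensity. Buffer or medium: pH 7.5 Hepes buffer with CHAPS, BSA, DTT. Times: 30 min plus 50 min, RT.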
Starred values were filed as active, the others as inactive; nt = not tested or not shown; & = joins results of further samples. Rule as the data show it, unless noted: active = inhibition above about 50%; inactive = the rest.

SMILES	697 NFkB inh	HKDC1 inhibitor	SENP7 block	SENP8 block	Gli-Sufu antag	UBC13 inh	Jurkat NFkB inh	Apaf-1 inh
COCCN(C(=O)COC(=O)CCc1ccc(OC)cc1)c1c(N)n(Cc2ccccc2)c(=O)[nH]c1=O	8	-6	-5	4	-10	3	2	4
CCn1c(=S)[nH]c2sc3c(c2c1=O)CCCC3	-22	-5	-16	-9	-20	18	3	-8
COc1ccc(NC(=O)COc2ccccc2)c(OC)c1	-1	-4	3	-3	-12	8	-21	-3
NCCNCCNCCN	14	-32	7	3	-1	31	6	4
CCCCOc1ccc(C(O)C(CN2CCCCC2)c2ccccc2)cc1 (centres undefined)	-11	-8	-9	-5	50	14	21	3
O=C(N1CCN(CCO)CC1)N1c2ccccc2C=Cc2ccccc21	-7	-1	3	-2	3	-1	-1	2
CCOC(=O)c1cc2sccc2n1CC(=O)N1CCCc2ccccc21	12	-2	2	1	6	2	9	11
N=C1C(=O)OCC1c1ccccc1NC(=O)CN1CCOCC1 (centres undefined)	19	-12	3	-4	3	-8	9	-2
Cc1ccc(Sc2ncccc2O)cc1	-7	-2	-4	-6	-1	2	-16	-8
Cn1cccc1C1NC(=O)c2c(sc3c2CCC(C(C)(C)C)C3)N1 (centres undefined)	-11	-7	1	7	4	-4	-15	-5
Cc1nc2ccccc2n1Cc1ccccc1Br	-26	-4	0	11	49	1	10	2
Cc1cc(-n2c(C)cc(C(=O)COc3ccc4ccc(=O)oc4c3)c2C)no1	23	-2	-2	-2	-8	10	1	-6
Cc1ccnc(NC(=O)C2CCCN(c3ncnc4c3nc3n4CCCCC3)C2)c1 (centres undefined)	-14	12	-13	0	23	-6	9	20
CCN(CC(=O)NCc1ccc2c(c1)OCO2)S(=O)(=O)c1ccc(F)cc1	-13	3	-12	-13	-19	-2	-18	10
Nc1ccc(N(c2ccccc2)c2ccc(N)cc2)cc1	11	12	9	17	20	-2	-4	30
CC(C)(C)c1ccc(-c2nnc(SCCC#N)n2C2CCCC2)cc1	-16	-1	1	1	14	4	-13	37
[O-][n+]1onc2c3cc(-c4ccccc4)nnc3ccc21	-4	1	30	14	18	-10	8	9
CCOC1CCc2c(C)nc(N)nc2S1 (centres undefined)	-5	-6	5	-7	0	2	-4	3
Cc1ccc(NC(=O)COC(=O)c2ccc(=O)n(Cc3ccccc3)n2)cc1F	-6	-3	-10	-6	-3	3	-7	5
CCOc1ccc(NC(=O)c2cc(SC)ccc2Cl)cc1	-15	-9	-1	-5	-5	5	9	3
Cc1cc(OCC(O)CN2CCCC2)cc(C)c1Cl (centres undefined)	10	-8	0	1	13	8	-6	-4
CC1(C)CC(=O)CC(C)(C)N1OC(=O)c1ccccn1	9	-5	7	2	-26	0	2	-3
Cc1nnc(Nc2ccc3c(c2)OCO3)c2ccccc12	-4	0	2	-8	2	1	-27	-3
CC1CCN(c2ccc([N+](=O)[O-])cc2C(=O)NCC2CCCO2)CC1 (centres undefined)	0	-6	3	1	1	-4	21	9
COc1nc(N)nc(N2CCOCC2)n1	14	-6	0	7	-1	-4	1	-2
COC(=O)c1cc(-c2ccc(Br)cc2)on1	3	-1	-18	-16	-3	10	16	-4
Cc1cc(C(=O)COC(=O)CC(NC(N)=O)c2ccc(Cl)cc2)c(C)n1C (centres undefined)	-13	-1	-1	-2	5	-16	-5	3
Cn1nc(C(F)(F)F)c(-c2ccccc2)c1NC(=O)c1nccnc1C(=O)O	10	6	-4	6	-2	7	3	-22
COP1(=O)C[C@@H](O)[C@@H](O)[C@@H](COCc2ccccc2)O1 (some centres undefined)	3	4	10	0	16	-14	1	3
O=C(NC1CCCCC1)C(c1ccccn1)N(C(=O)c1csnn1)C1CCCCC1 (centres undefined)	9	-6	-6	2	6	0	-2	-3
COc1ccc(CCCNC(=O)C2CCC(=O)N(CC3CCCCC3)C2)cc1 (centres undefined)	-44	-5	-4	-1	4	0	5	23
O=c1[nH]c(C2CCN(S(=O)(=O)c3cccc([N+](=O)[O-])c3)CC2)nc2c1nnn2Cc1ccccc1	2	2	-5	10	29	-1	3	22
COc1ccc(/C(N)=N/OC(=O)Cc2ccc(OC)c(OC)c2)cc1	-20	-9	1	-1	6	-2	29	-2
O=C1N/C(=C/c2cccn2-c2ccccc2)C(=O)N1Cc1ccc(F)cc1	-12	-8	7	-2	3	5	-7	9
Cc1nnc(SCC(=O)NC(C)(C)C)n1NCc1cccc(Br)c1	-9	-5	3	-4	6	2	-9	0
CCOc1ccc(Br)cc1S(=O)(=O)NCCN1CCCC1	-25	-3	3	3	14	3	-30	0
CC(NC(=O)COC(=O)c1ccc([N+](=O)[O-])o1)c1ccccc1 (centres undefined)	12	-4	8	11	-7	-7	-1	9
O=C(O)C1CC(=O)N(CCOc2ccccc2)C1 (centres undefined)	-28	-10	4	-6	-2	-1	5	-5
Nc1nc(SCC(=O)NCCC(c2ccccc2)c2ccccc2)n[nH]1	2	-6	7	-10	-1	-13	-11	-4
O=C(c1cccc(C(F)(F)F)c1)C1CCCN(Cc2cccn2-c2ncccn2)C1 (centres undefined)	-19	-2	-1	-4	nt	-1	27	-6
CCOc1cc(S(=O)(=O)N2CCN(C(=O)c3ccco3)CC2)ccc1F	-6	-4	-5	6	5	-3	-2	-3
Nc1ccc(S(=O)(=O)NC2(C(F)(F)F)NC(=O)N(Cc3ccccc3)C2=O)cc1 (centres undefined)	19	4	10	-2	-15	7	3	-18
CCCC(=O)N1CCN(c2ccc(NC(=S)NC(=O)c3cccc(C)c3)cc2)CC1	13	2	1	2	21	21	14	18
C=CCn1c(SCC(=O)Nc2ncc(Cc3cc(Cl)ccc3Cl)s2)nnc1-c1ccncc1	11	7	4	-8	16	2	-20	19
COc1ccc(N2CCN(C(=O)c3cc4c(s3)CCCCC4)CC2)cc1	11	4	-2	0	-9	9	5	16
COc1ccc(C(C)=O)cc1CN1C(=O)NC2(CCCCC2)C1=O	-1	-12	-9	-13	3	-8	0	8
Cc1cc(Cl)nc2ccc(Cc3ccc4nc(Cl)cc(C)c4c3)cc12	-13	-1	-7	-7	5	-3	0	21
Oc1cccc2ccc(/C=C/c3c(F)cccc3Cl)nc12	-133	-4	94*	85*	5	0	-84	12
COc1cccc(CC2(CO)CCN(Cc3ccc4cccc(F)c4n3)CC2)c1	3	-2	4	0	13	0	13	-4
Oc1c(C=NCc2ccccc2)sc2ccccc12	-95	-7	-5	-6	-22	-3	-76	10
OCC1(CCCc2ccccc2)CCN(Cc2cnc(N3CCOCC3)s2)CC1	-2	-7	6	5	-22	-4	31	-1
O=C(NC1CCCC1)C1CCN(C(=O)c2cc(Cl)ccc2Cl)CC1	12	-7	5	7	1	2	9	-10
CCC(=O)Nc1ccc(C(=O)CSc2nnc(-c3ccccc3F)n2C2CC2)cc1	-53	-4	-3	-3	-3	-27	36	13
O=C(O)C1Cc2ccccc2CN1C(=O)COc1ccc(Cl)cc1 (centres undefined)	17	-6	7	0	-1	0	-15	5
Clc1ccc(Oc2cnc3ccccc3n2)cc1	-7	-4	2	-4	-27	8	-7	4
CN(C)C(=O)COn1c(SCC(=O)N(C)C)nc2ccccc2c1=O	16	-5	4	-3	-3	8	12	-4
Cc1nc2nc(Cc3ccccc3)[nH]n2c(=O)c1Cl	-4	4	-4	-10	2	-4	2	17
O=C(NCc1ccccc1Cl)c1cc2c(s1)CS(=O)(=O)C2	2	-6	-1	5	-7	-8	-2	10
O=c1[nH]c(-c2ccccc2)cs1	12	-8	-4	-2	5	-3	6	2
O=C1c2ccccc2C(=O)c2c1ccc1c(=O)n(-c3ccccc3)[nH]c21	-3	2	11	3	4	-50	-12	9
Next entries.
SMILES	697 NFkB inh	HKDC1 inhibitor	SENP7 block	SENP8 block	Gli-Sufu antag	UBC13 inh	Jurkat NFkB inh	Apaf-1 inh
CCc1ccccc1NC(=O)CNC(=O)c1ccccc1OCc1c(C)noc1C	17	-11	-2	-2	-2	-5	7	2
CCN1CCN(c2ccc(NC(=O)c3ccco3)cc2)CC1	-18	-3	-20	-17	-27	-8	-118	7
O=C(NCc1ccccn1)C(=O)N/N=C/c1ccccc1O	-10	-20	-5	-7	6	-14	-8	-12
O=C(COC(=O)Cc1ccc(Br)cc1)NC12CC3CC(CC(C3)C1)C2	10	0	11	0	0	4	1	14
CC1(c2nnc(-c3ccc(F)cc3)o2)CC(c2ccncc2)=NO1 (centres undefined)	12	nt	4	1	nt	1	1	-4
CC(C)c1ccc(NC(=O)CSC(C)c2nc3ccccc3c(=O)[nH]2)cc1 (centres undefined)	-22	-4	10	-8	-2	-2	-9	14
CN(C)C(CNC(=O)C1CCN(C(=O)/C=C/c2ccccc2)CC1)c1ccccc1 (centres undefined)	-23	-9	8	-1	-20	-2	12	6
O=C(c1ccc(S(=O)(=O)Nc2ccccc2)cc1)N1CCOCC1	6	-4	11	-4	37	0	-10	-2
O=C(CCS(=O)(=O)Cc1ccccc1)Nc1nc2c(s1)CCCC2	-13	-9	4	-7	-5	9	8	11
CC(C)C(NS(=O)(=O)c1ccccc1)C(=O)N1CCCCCC1 (centres undefined)	15	-2	1	-9	-19	4	7	3
CCOC(=O)C1=C(c2ccccc2)NC(=O)NC1c1cc(OCC)c(O)c([N+](=O)[O-])c1 (centres undefined)	13	-8	-10	-14	-7	-34	-16	4
c1ccc2c(c1)cnc1ccccc12	-22&-36	0&-6	14&-5	-11&-13	-4&0	-4&-6	-23&-33	-16&14
O=C(O)c1cc2ccc3ccccc3c2[nH]1	27	-5	2	6	-1	4	14	-11
O=C(OCC(=O)N1CCN(C(=O)c2ccco2)CC1)c1ccccc1OCc1ccc(Cl)cc1	22	-10	1	4	12	4	6	16
O=C1CSc2ccc(S(=O)(=O)NCc3ccc(Cl)cc3)cc2N1	-55	-3	-8	0	-1	3	-15	13
Cc1ccc(C2(C)NC(=O)N(CC(=O)c3ccc4c(c3)OCCO4)C2=O)cc1 (centres undefined)	-13	-3	0	1	-4	-2	-10	4
C=CCn1c(C2CC2)n[nH]c1=S	9	-10	2	3	0	0	-7	-1
CCOc1cccc(/C=N/NC(=O)CC2C(=O)NN=C2C)c1O (centres undefined)	18	-5	2	1	-1	3	-3	-8
